Screens deposited in PubChem by several laboratories.
phage Ecoli inh: E. coli growth loss with phage present | inhibition, % at 11.9 µM | actives 0.26% (n = 360,000) | growth absorbance; in the data active means inhibition above about 11%
PfHsp90 yeast 2: growth inhibition of yeast expressing Plasmodium Hsp90. S. cerevisiae expressing PfHsp90, BacTiter-Glo ATP, 48 h; yeast lacking PDR1 and PDR3 efflux regulators. inhibition, % at 9.4 µM. actives 0.32% (n = 310,000);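 active means every replicate shows inhibition above about 80%, whatever the replicate mean, limit read from the data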;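 further: 0% = DMSO neutral controls and 100% = 20 µM radicicol positive controls; yeast relying on Plasmodium falciparum Hsp90 in place of its own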
Ecoli viability: reduces bacterial viability in AddAB counter-screen; E. coli V3065 growth, OD600 absorbance, 18 h; AID 449728; actives 0.27% (n = 330,000); inhibition, % at 11.9 µM;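 active means inhibition above the campaign's mean inhibition across all tested compounds plus 3 SD, cut at about 9.9% in these data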;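 further: uninfected addAB+ strain grown without phage in ampicillin broth; 0% = DMSO wells and 100% = ciprofloxacin 0.95 µg/ml wells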
HTR5A inv ctr: inverse agonist of human HTR5A in OPRM1-OPRD1 counter-screen; HTR5A cell line, luminescence, inverse agonism; P47898; actives 0.083% (n = 340,000); inhibition, % at 9.3 µM; in the data active means inhibition mostly above about 23%, no sharp cut-off; inactive means mostly below about 18%;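 further: 0% = cells with DMSO and 100% = no-cell wells with DMSO; some compounds called inactive have numbers as strong as hits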
Target sequence (P47898 whole entry, looked up): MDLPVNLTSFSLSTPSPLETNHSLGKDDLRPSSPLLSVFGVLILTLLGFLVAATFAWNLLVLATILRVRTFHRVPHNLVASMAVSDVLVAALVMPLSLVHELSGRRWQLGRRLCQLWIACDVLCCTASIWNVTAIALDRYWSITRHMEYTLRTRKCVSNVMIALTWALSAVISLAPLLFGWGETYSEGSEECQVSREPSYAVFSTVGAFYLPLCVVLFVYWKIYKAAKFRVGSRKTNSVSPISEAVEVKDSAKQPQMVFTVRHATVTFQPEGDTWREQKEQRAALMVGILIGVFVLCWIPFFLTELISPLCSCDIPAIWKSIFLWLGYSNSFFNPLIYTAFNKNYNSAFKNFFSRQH
PKA-R2B act: activates the human PKA-R2B holoenzyme complex | PKA-R2B holoenzyme dissociation, Cy5-IP20 fluorescence polarization; R2B truncated from residue 108, S112A mutant; 0% DMSO only, 100% 113 µM cGMP | activation, % at 11.4 µM | actives 0.079% (n = 340,000) | AID 504700;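 active means activation above a cutoff set at the mean over all compounds plus 3 SD, cut at about 18% in these data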;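 further: higher means more holoenzyme dissociation and a rise in polarization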
Target sequence (P31323 whole entry, looked up, other chains not shown, the tested form may be a part): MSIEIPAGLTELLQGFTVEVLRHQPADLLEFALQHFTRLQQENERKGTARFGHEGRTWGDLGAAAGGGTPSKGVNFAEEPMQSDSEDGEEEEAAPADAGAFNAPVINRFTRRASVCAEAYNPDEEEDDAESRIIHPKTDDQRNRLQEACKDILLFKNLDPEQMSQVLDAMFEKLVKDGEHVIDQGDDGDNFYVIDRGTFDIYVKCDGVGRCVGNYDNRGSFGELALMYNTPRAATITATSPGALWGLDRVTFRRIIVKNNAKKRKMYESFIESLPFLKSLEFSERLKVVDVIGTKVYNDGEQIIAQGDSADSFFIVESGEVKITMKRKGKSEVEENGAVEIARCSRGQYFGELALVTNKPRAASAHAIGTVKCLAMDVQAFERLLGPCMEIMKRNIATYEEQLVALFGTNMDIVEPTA
Tat export inh: E. coli Tat transport inhibition; actives 0.036% (n = 340,000); inhibition, % at 10 µM; E. coli MC4100 TorA-mCherry Tat export, fluorescence;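 active means mean replicate inhibition at least 50% and at least half of replicates individually reaching 50%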;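 further: exported cargo escapes ClpAP degradation while cytoplasmic cargo is degraded and loses fluorescence; 0% = median of neutral control wells and 100% = median of NaSCN control wells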
AddAB inh: less growth of phage-infected E. coli with AddAB. E. coli expressing H. pylori AddAB, absorbance growth. inhibition, % at 11.9 µM. actives 0.29% (n = 330,000); in the data active means inhibition above about 12%;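 further: 0% = vehicle wells of infected cells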
PKA-R1A activ: PKA-R1A complex activation | PKA-R1A dissociation, Cy5-IP20 fluorescence polarization; scaled: DMSO 0%, 113 µM cGMP 100% | activation, % at 11.4 µM | actives 0.083% (n = 340,000) | P00514+P68181;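 active means percent activation above the mean of all tested compounds plus 3 SD, cut at about 19% in these data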;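 further: higher means more PKAc released from R1A so a rise in polarization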
OPRM1-OPRD1 inv: inverse agonists of human mu-delta opioid receptor heterodimerization. actives 0.21% (n = 340,000). cell-based MOR-DOR heterodimer luminescence, inverse agonism. AID 504357. inhibition, % at 9.3 µM. P35372+P41143; in the data active means inhibition above about 22%, passing the limit was not always enough;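 further: 0% = cells with DMSO and 100% = wells without cells with DMSO; values of inactives mirror those of a sister screen read the other way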
OPRM1-OPRD1 ag: agonists of human mu-delta opioid receptor heterodimerization | P35372+P41143 | cells, OPRM1-OPRD1 heterodimerization, luminescence | activation, % at 9.3 µM | actives 0.3% (n = 340,000) | AID 504326; in the data active means activation above about 18%;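 further: 0% = vehicle-treated cells and 100% = reference agonist; values of inactives mirror those of a sister screen read the other way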
SUMO Mot1 rescue: SUMOylation pathway inhibition by Mot1-301 growth rescue; S. cerevisiae Mot1-301 growth rescue, ATP luminescence, 38.5C; percent above DMSO median, 100 means doubled; growth rescue, % at 18.8 µM; AID 2716; actives 1% (n = 320,000);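 active means every valid replicate shows activation above 250% relative to neutral control wells; inactive means the rest, any valid replicate at or below 250%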;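 further: OY570 slx delta 5 strain wells were the positive control but not used for scaling; some compounds called inactive have numbers as strong as hits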
An asterisk follows results filed as active; i = inactive; x = no result given.

SMILES | phage Ecoli inh | PfHsp90 yeast 2 | Ecoli viability | HTR5A inv ctr | PKA-R2B act | Tat export inh | AddAB inh | PKA-R1A activ | OPRM1-OPRD1 inv | OPRM1-OPRD1 ag | SUMO Mot1 rescue
C=CCOc1c(Br)cc(CNn2nnnc2N)cc1OC | 1.9 | 8 | -0.3 | -9 | -14 | 2 | 1.0 | -6 | 18 | -3.8 | 3
COc1cc2c(cc1OC)CN(C(=O)c1cc(=O)c3ccccc3o1)CC2 | 2.4 | -38 | -1.4 | -8 | 1 | -12 | 0.3 | -4 | 12 | -2.0 | 6
Cc1ccc(C)c(NC(=O)CN2C(=O)CNC2=O)c1 | 3.0 | -59 | 1.1 | 1 | -1 | -4 | 5.9 | 2 | 5 | -1.1 | 12
CCc1ccc(NC(=O)C(C)OC(=O)c2ccc(N3CCCC3)c([N+](=O)[O-])c2)cc1 (centres undefined) | 5.0 | 16 | 0.9 | 23 | -6 | 0 | 1.8 | -11 | -2 | 0.2 | -1
O=C(COC(=O)c1ccc(-n2cnnn2)cc1)Nc1cc(Cl)ccc1F | 2.4 | -30 | -1.9 | 5 | -12 | -4 | -0.5 | 1 | 17 | -4.2 | -3
COc1ccc(C2c3ccc(O)cc3Oc3ncn4nc(-c5ccncc5)nc4c32)cc1OC (centres undefined) | 0.8 | -10 | 1.5 | -25 | 7 | 3 | 3.1 | -1 | 0 | 0.0 | -13
CC(C)[C@H](NC(=O)OCc1ccccc1)C(=O)OCc1ccccc1 | 0.2 | 10 | 1.4 | -18 | -9 | 5 | 1.7 | -4 | -11 | 2.1 | 9
O=C(Nc1ccccc1C(=O)NCc1ccco1)c1ccco1 | 1.2 | x | -0.2 | 9 | -2 | -10 | 2.1 | 3 | 7 | -1.4 | -3
O=C(OCc1c(F)cccc1Cl)c1cnc2ccccc2n1 | 1.2 | -14 | -1.5 | -10 | -11 | -1 | 0.8 | 6 | -7 | 1.4 | 165
Cc1ccccc1OCCC(=O)Nc1ccc2c(C)cc(=O)oc2c1 | 0.3 | 1 | 1.4 | -12 | -14 | 9 | -0.1 | -5 | -41 | 6.0 | -10
CSc1ccccc1NC(=O)CSc1nnnn1-c1ccccc1SC | 3.9 | -2 | -4.0 | -5 | -17 | -1 | 1.8 | 3 | 8 | -1.5 | -10
COc1ccccc1NC(=S)Nc1cccc2cnccc12 | 3.1 | 12 | -0.6 | -2 | 1 | -5 | -2.6 | -10 | -20 | 3.3 | -11
O=C(COC(=O)c1ncc(Cl)c(Cl)c1Cl)NC1CCS(=O)(=O)C1 (centres undefined) | 2.1 | 11 | -2.9 | 6 | -16 | 0 | 3.6 | -14 | 7 | -1.0 | 1
O=C(O)c1cc(N/N=C/C=C/c2ccccc2)ccc1Cl | 0.5 | x | 0.0 | 5 | 4 | 2 | -1.8 | -2 | 7 | -1.4 | 25
CCc1cccc(C)c1NC(=O)C1=C(C(=O)O)CCCC1 | -0.3 | -14 | 0.3 | 0 | -4 | 0 | 0.3 | 0 | -2 | 0.4 | 1
CC1CCN(S(=O)(=O)c2ccc3c(c2)c(=O)c(C(=O)NCc2ccco2)cn3C)CC1 | 0.2 | -56 | -2.6 | -11 | 8 | 5 | 2.4 | -6 | -5 | 0.9 | -11
O=C(COc1ccc(Br)cc1F)N1CCN(c2ncccn2)CC1 | 4.8 | 19 | 2.8 | 12 | 0 | -4 | 3.2 | 1 | 11 | -2.4 | -5
COc1cc(/C=N/Nc2nc(C)cc(C)n2)ccc1OC(=O)c1ccco1 | 1.6 | -6 | -0.5 | -25 | 5 | 4 | 0.8 | -9 | 0 | 0.0 | 0
O=S(=O)(c1ccc(F)cc1)N1CN(Cc2ccco2)c2nc3ccccc3nc21 | -0.7 | -21 | -2.5 | -36 | 0 | -8 | -0.4 | 8 | -10 | 1.6 | 108
NC(=O)Cn1cc(/C=N\NS(=O)(=O)c2ccc(Cl)cc2)c2ccccc21 | 1.7 | -17 | -2.4 | 13 | -6 | 4 | -2.1 | -6 | 9 | -1.8 | -2
S=C(NCCC(c1ccccc1)c1ccccc1)Nc1cccc(Cl)c1 | 6.3 | -20 | 6.8 | -15 | 9 | 4 | 7.1 | -6 | -8 | 1.3 | -9
C(=N\N1CCN(Cc2cccc3ccccc23)CC1)/c1cccnc1 | 2.1 | -4 | -3.2 | -17 | -7 | 12 | 0.7 | -6 | 1 | -0.3 | -20
COc1ccc(C(=O)NCCS(=O)(=O)NCc2cccnc2)cc1 | 2.1 | -20 | 2.4 | 8 | -5 | -2 | 0.7 | -5 | 5 | -0.7 | -2
CCC1C(=O)CC(c2ccccc2)NC1c1ccccc1 (centres undefined) | 3.5 | 13 | 1.0 | 8 | 8 | -3 | 1.1 | 5 | -38 | 7.5 | i
CCOC(=O)C1CCN(C(=O)C(C)Oc2ccc(C(=O)c3ccccc3)cc2)CC1 (centres undefined) | 3.4 | 2 | -3.0 | -4 | 3 | -2 | -4.0 | -15 | 6 | -1.5 | 2
CC1(/[N+]([O-])=C/c2ccccc2F)CCCCC1=O (centres undefined) | 4.3 | 8 | -1.6 | 2 | -13 | -2 | 4.3 | 3 | -1 | 0.1 | 10
O=C(O)c1ccc(Cl)cc1Nc1nc2cc(Cl)ccc2o1 | 2.2 | -10 | 3.2 | 4 | 2 | 3 | 0.3 | -9 | 7 | -1.4 | -1
Cc1c(/C=C/C(=O)c2ccc(Cl)s2)cnn1C | 3.2 | x | -2.5 | -19 | -2 | -8 | -0.9 | 8 | 7 | -1.2 | 156
CCOC(=O)C1(CCOc2ccccc2)CCN(Cc2ccc(O)c(OC)c2)CC1 | -0.2 | 4 | -0.3 | -9 | -5 | 0 | 4.5 | -8 | -2 | 0.4 | 26
CCOC(=O)N1CCN(C(=O)CSc2nnc(-c3cccs3)o2)CC1 | 4.1 | 10 | 2.2 | 1 | -7 | -6 | 3.3 | 12 | 7 | -1.3 | -8
CCOc1ccc(C(=O)Nc2cc(-c3nc4ccccc4[nH]3)ccc2Cl)cc1[N+](=O)[O-] | 1.4 | -60 | 2.0 | -25 | -5 | -2 | 2.3 | 12 | -18 | 3.3 | 5
COc1ccc(S(=O)(=O)NC(CC(C)C)C(=O)NC(C)c2cccs2)cc1 (centres undefined) | 1.1 | -6 | 4.6 | 2 | -7 | -6 | 0.5 | 2 | 9 | -2.2 | 2
O=C(Nc1ccc(C(=O)O)cc1)/C(=C\c1ccc2c(c1)OCO2)NC(=O)c1ccccc1 | 6.3 | 15 | -0.4 | -12 | -8 | -5 | 1.9 | 1 | 13 | -2.6 | 7
O=C(Nc1cccc2ccccc12)/C(=C\c1cccc([N+](=O)[O-])c1)NC(=O)c1cccs1 | 2.7 | -22 | -2.8 | 14 | 3 | -3 | -1.2 | -6 | 11 | -2.0 | -32
CCOC(=O)/C(C(=O)Nc1ccccc1Cl)=C1/NC(C)(C)Cc2ccccc21 | 1.7 | 5 | -1.6 | 16 | -7 | -9 | -0.6 | -17 | -27 | 4.8 | 7
COc1ccccc1CC(=O)Nc1ccc(S(=O)(=O)N2CCOCC2)cc1 | -2.5 | -10 | -0.1 | -4 | 10 | 2 | 2.9 | 8 | -13 | 1.7 | 40

Entries of single compounds, looked up by structure:
O=C(Nc1ccc(C(=O)O)cc1)/C(=C\c1ccc2c(c1)OCO2)NC(=O)c1ccccc1 across the screens: phage Ecoli inh: 6.3; PfHsp90 yeast 2: 15; Ecoli viability: -0.4; HTR5A inv ctr: -12; PKA-R2B act: -8; Tat export inh: -5; AddAB inh: 1.9; PKA-R1A activ: 1; OPRM1-OPRD1 inv: 13; OPRM1-OPRD1 ag: -2.6; SUMO Mot1 rescue: 7
CCOC(=O)C1(CCOc2ccccc2)CCN(Cc2ccc(O)c(OC)c2)CC1 across the screens: phage Ecoli inh: -0.2; PfHsp90 yeast 2: 4; Ecoli viability: -0.3; HTR5A inv ctr: -9; PKA-R2B act: -5; Tat export inh: 0; AddAB inh: 4.5; PKA-R1A activ: -8; OPRM1-OPRD1 inv: -2; OPRM1-OPRD1 ag: 0.4; SUMO Mot1 rescue: 26

(further entries)
SMILES | phage Ecoli inh | PfHsp90 yeast 2 | Ecoli viability | HTR5A inv ctr | PKA-R2B act | Tat export inh | AddAB inh | PKA-R1A activ | OPRM1-OPRD1 inv | OPRM1-OPRD1 ag | SUMO Mot1 rescue
Cc1ccc2nc3c(cc2c1)c(NC(=O)c1cccnc1)nn3C | 1.0 | 0 | 1.0 | 2 | 0 | 5 | 2.1 | -12 | 5 | -1.2 | 12
O=C1CCc2cc(S(=O)(=O)Nc3ccccc3)ccc2N1 | 0.9 | 1 | -1.1 | -10 | 6 | -8 | -2.8 | 10 | 7 | -1.9 | 0
O=C(CSc1nccn(-c2ccc(Br)cc2)c1=O)Nc1ccccc1F | 3.2 | 21 | 0.9 | -10 | 5 | 5 | 0.2 | 12 | 2 | -0.4 | 8
Cc1ccc(S(=O)(=O)N(CC(O)CN2C(=O)NC(C)(C)C2=O)c2cccc(C)c2)cc1 (centres undefined) | -0.9 | -28 | -2.0 | -12 | -1 | -3 | 0.8 | -3 | 16 | -3.0 | 10
CC(C)(C)c1ccc(-n2ncc3c2CCCC3NC(=O)C2=NNC(=O)CC2)cc1 (centres undefined) | 2.9 | 0 | 0.3 | 0 | 8 | 4 | 3.2 | -3 | -3 | 0.6 | 4
O=C(Cn1c(=O)n(-c2cccc(Cl)c2)c(=O)n1CC(=O)N1CCCCC1)N1CCCCC1 | 0.1 | 20 | -5.8 | 8 | 3 | 18 | 2.2 | -15 | 12 | -2.8 | 7
CC1CCN(C(=O)C2CCC(CNc3c(N4CCCCC4)c(=O)c3=O)CC2)CC1 (centres undefined) | 1.4 | 2 | 1.1 | 6 | 6 | -4 | -2.1 | 0 | 9 | -1.8 | -4
COC(=O)C/C(C)=N/Nc1ccc(S(=O)(=O)N2CCCC2)cc1[N+](=O)[O-] | 3.7 | 18 | -0.6 | 10 | -2 | 3 | 4.4 | -9 | 15 | -2.2 | 9
CC1CCC/C(=N\NC(=S)NCc2ccccc2)C1 (centres undefined) | 1.1 | 3 | 2.6 | -6 | -7 | -3 | -1.6 | 2 | -24 | 4.1 | 0
COc1ccc(NC(=O)COC(=O)/C=C/c2cnc3ccccc3n2)cc1 | 0.6 | -16 | -0.2 | 12 | -14 | -2 | -1.6 | -1 | 18 | -3.6 | -9
CCOC(=O)c1c(C)nc2c(C)cccn12 | 1.5 | 0 | 3.0 | -19 | 5 | -8 | -1.1 | -4 | 7 | -1.2 | 165
N/C(CC(=O)Nc1ccc(F)c(Cl)c1)=N\OC(=O)c1cccs1 | 2.6 | -24 | 3.9 | -3 | 6 | 2 | 7.3 | -6 | -64 | 13 | 256
CCS(=O)(=O)c1ccc(O)c(NC(=O)Nc2ccccc2OC)c1 | -1.2 | 14 | -3.0 | -38 | -3 | -7 | 0.1 | 0 | 14 | -2.8 | 20
Cc1cc(-c2ccccc2)nc(N2CCC(C(=O)NC(C)C)CC2)n1 | 2.0 | x | -0.2 | -5 | -11 | -1 | -0.5 | -12 | 4 | -0.8 | 69
